TWEAK Fn14 block: TWEAK-Fn14 signaling inhibition | 360,000 tested, 2% active | TWEAK-stimulated Fn14 reporter cells, luciferase luminescence, 8 h | AID 1159606 | inhibition, % at 10 µM; in the data active = inhibition above about 50%
NR2E3 ag-1: activates human NR2E3 receptor. Q9Y5X4. CHO-S Gal4-NCOR/VP16-NR2E3 two-hybrid, luciferase. inhibition of corepressor binding, % at 3.98 µM. 360,000 tested, 0.35% active. AID 602229;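 active = inhibition above the mean of all tested compounds plus 3 SD, cut at about 70% in these data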;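 also: 0% = DMSO with NR2E3 transfected cells and 100% = cells lacking NR2E3 construct; higher means lower luciferase signal from less NR2E3 corepressor binding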
Target sequence (Q9Y5X4 whole entry, looked up, the tested form may be a part): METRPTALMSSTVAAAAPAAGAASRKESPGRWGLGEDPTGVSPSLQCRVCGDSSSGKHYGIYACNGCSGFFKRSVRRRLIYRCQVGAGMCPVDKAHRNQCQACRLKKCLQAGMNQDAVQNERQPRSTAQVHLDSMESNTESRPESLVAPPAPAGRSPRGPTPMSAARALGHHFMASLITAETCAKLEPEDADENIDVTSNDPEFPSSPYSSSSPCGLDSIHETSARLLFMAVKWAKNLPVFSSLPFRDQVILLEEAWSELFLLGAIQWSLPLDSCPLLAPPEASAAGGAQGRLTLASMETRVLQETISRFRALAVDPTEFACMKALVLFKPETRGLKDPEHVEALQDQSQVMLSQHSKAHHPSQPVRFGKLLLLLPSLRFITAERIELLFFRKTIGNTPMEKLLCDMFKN
HIF-2a block: blocks HIF-2a reporter activity. 786-0 RCC cells HIF-2a reporter, luciferase luminescence, overnight. inhibition, % at 18.8 µM. 360,000 tested, 0.72% active. AID 624352;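 active = inhibition of the luminescence signal of 40% or more relative to plate controls, in a single-dose primary screen at 18.75 µM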
NR2E3 ag-2: NR2E3 (human) agonism; Q9Y5X4; GST-NR2E3/biotin-RetCOR TR-FRET, 1536-well; inhibition of corepressor binding, % at 4.78 µM; 320,000 tested, 0.12% active; AID 2300;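 active = percent inhibition above the cutoff of mean plus 3 SD of all tested compounds, set per screening campaign, cut at about 20% in these data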;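 also: 0% = DMSO wells and 100% = biotin wells as full block of FRET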
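Material – GST-tagged NR2E3 plus biotinylated RetCOR corepressor · Quantity – NR2E3 fusion 1.35 nM · Times – 5 h incubation at 4 °C · Medium – pH 7.5 Tris-based buffer · Technique – TR-FRET, Eu(K)-anti-GST donor, streptavidin-D2 acceptor, ex 340, em 617/671 nm · Benchmarks – high control biotin, low control 0.6% DMSO · Format – 1536-well plates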
KKLEB cytotox: counter-screen for CF NF-kB inhibitors: cytotoxicity. KKLEB CF airway cells viability, ATPlite luminescence, overnight; stronger effect = lower value; cells stimulated with P. aeruginosa culture filtrate. activity change (cytotoxicity), % at 5 µM. 360,000 tested, 0.36% active;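 active = corrected activity change at or below -50% at 5 µM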
TRAIL sens C8: sensitizes caspase-8 expressing cells to TRAIL; NB7+C8 cells + TRAIL, ATPlite viability luminescence; inhibition (viability loss, TRAIL sensitization), % at 10 µM; 360,000 tested, 1% active; AID 624354;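 active = compounds causing at least 50% loss of cell viability in the single-dose screen, relative to plate controls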
CF NFkB inh: inhibitors of cystic fibrosis induced NF-kB; inhibition, % at 5 µM; 360,000 tested, 0.86% active; KKLEB NF-kB-GFP reporter, PAF-induced, GFP fluorescence overnight;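 active = at least 50% inhibition at 5 µM, scaled per plate between neutral and stimulator controls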;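 also: PAF is a Pseudomonas aeruginosa culture filtrate used as stimulus; plate controls were PAF-stimulated DMSO wells for no effect and unstimulated DMSO wells for full effect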
Shn3 inh set2: inhibitors of Schnurri-3 3'UTR reporter in osteoblasts | inhibition, % at 12.5 µM | Clone20 osteoblast Shn3 3'UTR firefly luciferase, 24 h | AID 588674 | 360,000 tested, 0.52% active;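 active = mean inhibition of at least 75% with every replicate also reaching 75%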;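 also: 0% = median of neutral control wells and 100% = pilot-screen positive control compound; some compounds past the cut are filed as inactive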
Peg3 prom inh: Peg3 promoter activity inhibition; HeLa PEG-Prom luciferase reporter, luminescence, overnight; inhibition, % at 20 µM; 360,000 tested, 1.7% active; AID 588405;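 active = inhibition of at least 50% at 20 µM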
TRPM1 prom inh: reduces MITF-dependent TRPM1 promoter luciferase signal | SK-MEL-5 TRPM1 promoter luciferase, 24 h | inhibition, % at 12.5 µM | 330,000 tested, 0.83% active;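 active = mean inhibition across replicates of 60% or more, whatever share of single replicates reaches that level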; also: values of inactives mirror those of a sister screen read the other way
TROY NFkB inh: inhibitors of TROY-dependent NF-kB signaling. Q293 LMP1-TROYcd NF-kB luciferase reporter, 4 h. inhibition, % at 10 µM. 360,000 tested, 0.98% active;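 active = compounds whose plate-normalised and pattern-corrected inhibition of the luciferase reporter signal at the single screening dose is 50% or more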
* hit, by the source's call; nt = no result given.

SMILES	TWEAK Fn14 block	NR2E3 ag-1	HIF-2a block	NR2E3 ag-2	KKLEB cytotox	TRAIL sens C8	CF NFkB inh	Shn3 inh set2	Peg3 prom inh	TRPM1 prom inh	TROY NFkB inh
NC(=O)Nc1ccc(C(=O)OCC(=O)Nc2ccc(Cl)cc2C(=O)c2ccccc2)cc1	1.5	1.6	16.3	0.7	-15.4	-17.8	-1.7	-16.2	-4.8	5.1	19.1
Cc1cc(OC(C)C(=O)NCc2cccnc2)c2c3c(c(=O)oc2c1)CCC3 (configuration not stated)	-9.6	-24.5	-8.3	-0.7	-3.5	6.0	-5.6	21.0	23.4	-2.8	1.1
C[C@]12C[C@H](O)[C@@H](O)C[C@@H]1CC[C@@H]1[C@@H]2CC[C@]2(C)C(=O)CC[C@@H]12	-23.5	13.7	6.5	nt	-13.1	-2.5	2.2	0.0	8.2	nt	8.6
COC(=O)C1=C(c2cccc(OCc3ccccc3)c2)C[C@@H]2CC[C@H]1N2C(=O)NCc1ccc(C(F)(F)F)cc1	34.9	4.3	4.7	-3.9	-6.2	20.5	28.9	12.8	41.7	5.9	12.8
N#Cc1ccc(NC(=O)CN2CCN(C(=O)c3cccs3)CC2)cc1Cl	-0.5	22.5	13.4	nt	-15.4	-29.5	-3.5	14.7	11.6	-1.4	14.9
CP(C)(=O)CCC(=O)O	-8.3	-18.8	18.7	0.0	2.9	-6.2	9.6	-4.3	4.5	-2.9	-31.4
CCC(C)C12CN3CCN(CC(C)(C3)C1=O)C2 (configuration not stated)	-19.0	-24.6	15.1	0.1	3.3	-15.6	2.3	16.7	-1.7	10.6	7.1
COc1ccc(NC2(C#N)CCCCC2)cc1	-2.2	-6.5	20.9	0.2	37.1	2.6	-17.5	-17.6	-5.1	10.8	-0.7
CCOc1cc2c(cc1OCC)-n1cccc1C(c1ccccc1F)NC2 (configuration not stated)	-7.8	-27.8	15.4	4.2	-2.0	2.8	1.4	8.6	20.7	-10.9	2.7
O=c1[nH]c(=O)n(Cc2ccccc2)c(O)c1C=NCCCn1ccnc1	28.9	8.0	17.4	1.4	6.5	-15.5	-16.1	0.3	8.1	9.0	-14.3
O=C1/C(=C/c2ccccc2)C[C@@]2(O)[C@H]3Cc4ccc(O)c5c4[C@@]2(CCN3CC2CC2)C1O5 (some centres not stated)	91.4*	44.3	95.5*	nt	0.1	-22.9	76.0*	95.2*	100.1*	108.7*	63.7*
CC(C)[C@@]1(NC(=O)[C@@H]2C[C@@H]3c4cccc5[nH]cc(c45)C[C@H]3N(C)C2)O[C@@]2(O)[C@@H]3CCCN3C(=O)[C@H](Cc3ccccc3)N2C1=O	-5.4	-7.8	17.2	0.7	-39.0	-4.3	14.6	-9.0	-3.0	-3.4	13.6
Cc1ccc(-n2c(O)c(C=NCCN3CCOCC3)c(=O)[nH]c2=O)cc1	13.5	-1.7	20.1	1.9	2.9	-12.6	-13.1	8.9	9.8	9.8	11.9
COc1cccc(CN2CCCCC2c2cccnc2)c1 (configuration not stated)	0.5	-28.4	-9.3	-0.4	-4.6	15.6	2.6	14.6	8.8	-7.0	-13.8
CN(C)CCN=Cc1c(O)n(CCC2=CCCCC2)c(=O)[nH]c1=O	6.0	-13.7	3.7	0.0	-0.4	-3.7	-5.1	-8.9	12.6	1.3	-6.2
Cc1cc[n+](Cc2ccccc2)cc1	1.1	6.0	-2.4	-1.9	-1.8	3.6	4.0	8.6	-4.7	2.3	-1.5
COc1ccc(OC(=O)N(C)C[C@@H]2OCc3ccccc3-c3c(n(C)c4ccccc34)C(=O)N([C@H](C)CO)C[C@@H]2C)cc1	2.8	16.0	-8.8	nt	2.6	-5.9	-0.9	7.7	12.4	nt	-5.9
CN=C(SCC(=O)c1cccc(Cl)c1)c1c(O)n(C)c(=O)n(C)c1=O	-20.1	-19.4	-28.1	1.9	8.6	-9.5	-11.7	-4.1	15.4	-19.2	15.9
C#CC[N+]1(C)[C@@H]2CC(OC(=O)C(CO)c3ccccc3)C[C@H]1C(O)C2 (some centres not stated)	11.5	-15.3	20.1	0.3	6.1	-7.3	-8.5	-28.6	11.7	0.5	15.3
CCOC(=O)C(=O)NC1CCSC1=O (configuration not stated)	8.1	-2.9	-0.1	2.0	4.0	-11.5	2.3	-37.2	-12.7	10.2	6.2
Cc1ccc(C2=NN(CCC(=O)N3CCC4(CC3)OCCO4)C(=O)CC2)cc1	-9.0	-8.0	20.3	0.7	-2.6	1.4	7.5	4.3	15.5	10.0	9.0
Cc1noc(C)c1CSCC(=O)Nc1ccc(C#N)c(Cl)c1	-2.0	21.7	3.2	nt	10.1	13.5	-1.6	12.5	9.4	-3.6	14.3
Clc1ccccc1CN1CCNCC1	-5.6	36.1	-1.6	-0.8	14.0	-4.1	5.8	-1.5	0.3	1.5	-2.9
COC(=O)c1cccc(NC(=O)N2C[C@H]3C[C@@H](C2)c2cccc(=O)n2C3)c1	-14.4	-9.6	3.2	0.5	-2.0	-2.2	3.6	-3.2	10.0	0.4	7.9
Cc1ccc(Cn2cc(C=O)c(-c3ccc(F)cc3)n2)cc1	11.6	-44.0	-135.3	2.1	-0.3	-2.8	-0.3	-17.0	-19.5	-12.5	5.1

Profiles from above. Screens in order: TWEAK Fn14 block | NR2E3 ag-1 | HIF-2a block | NR2E3 ag-2 | KKLEB cytotox | TRAIL sens C8 | CF NFkB inh | Shn3 inh set2 | Peg3 prom inh | TRPM1 prom inh | TROY NFkB inh
`Cc1cc[n+](Cc2ccccc2)cc1` reads 1.1 | 6.0 | -2.4 | -1.9 | -1.8 | 3.6 | 4.0 | 8.6 | -4.7 | 2.3 | -1.5
`COC(=O)C1=C(c2cccc(OCc3ccccc3)c2)C[C@@H]2CC[C@H]1N2C(=O)NCc1ccc(C(F)(F)F)cc1` reads 34.9 | 4.3 | 4.7 | -3.9 | -6.2 | 20.5 | 28.9 | 12.8 | 41.7 | 5.9 | 12.8

The results go on.
SMILES	TWEAK Fn14 block	NR2E3 ag-1	HIF-2a block	NR2E3 ag-2	KKLEB cytotox	TRAIL sens C8	CF NFkB inh	Shn3 inh set2	Peg3 prom inh	TRPM1 prom inh	TROY NFkB inh
Nc1ccc(Cc2ccc(N)c(Cl)c2)cc1Cl	7.2	-10.5	-26.1	nt	0.1	2.3	3.3	-1.5	-5.6	-10.4	-31.3
CCn1ccnc1CN1CCCC(C(=O)c2cc(Cl)ccc2OC)C1 (configuration not stated)	9.1	8.1	1.0	-0.5	-0.3	-3.1	7.1	68.2	0.9	7.3	13.6
O=c1[nH]c(=O)n(Cc2ccc(F)cc2)c(O)c1/C=N/Nc1ccccc1	-11.1	30.1	16.2	4.1	-5.2	6.9	-2.5	6.5	12.1	5.1	-13.4
Cc1nc2c(-c3ccccc3)c(C)nn2c(C)c1CCC(=O)N1CCC2(CC1)OCCO2	-9.9	8.5	7.8	-1.5	-4.1	2.6	-4.5	-6.2	-10.1	23.2	7.1
Clc1ccccc1C1=NCc2nncn2-c2sc(Br)cc21	17.8	2.6	10.2	3.8	0.0	12.2	-1.2	nt	-0.4	nt	3.5
Cc1nc(C)c(C(=O)NN=Cc2ccc(N(CCCl)CCCl)cc2)s1	8.6	18.2	7.4	nt	9.3	-2.9	-7.0	4.5	21.3	4.1	1.9
COC(=O)C1=C(c2c(C)noc2C)C[C@@H]2CC[C@H]1N2C(=O)N1CCC(C)CC1	6.2	5.9	11.8	3.0	-7.4	-16.1	-8.7	18.3	-3.5	8.4	-18.3
Cc1ccc(-n2c(O)c(C=NCCC3=CCCCC3)c(=O)[nH]c2=O)cc1	-10.6	-9.5	-6.1	5.5	9.7	1.8	-3.8	-15.6	2.2	9.5	-6.8
COc1cc2c(cc1OC)C(C1c3cc4c(cc3CCN1C)OCO4)OC2=O (configuration not stated)	-26.2	-15.5	10.6	-0.9	0.5	-12.4	-20.8	2.0	19.6	-16.9	-11.4
Cc1ccc(-c2nc3ccccc3c(=O)n2-c2ccccn2)cc1	8.3	-27.7	24.2	-0.9	-3.0	-0.6	22.6	-26.0	-22.9	-8.4	-51.9
CCn1c(C)cc(/C=C2\C(=O)NC(=O)N(c3ccccc3C)C2=O)c1C	0.8	5.8	15.6	4.6	-14.2	-3.6	-3.9	1.8	19.5	4.8	5.7
Cc1c(C(=O)Nc2ccccc2)cc(-c2ccccc2)n1CCCN1CCOCC1	-9.8	-6.9	11.8	-5.5	-2.6	3.6	15.4	-5.1	14.4	nt	-33.0
COc1cc2c(C(=O)O)c(C)n(C)c2cc1Br	-5.8	-10.7	1.7	3.0	8.7	6.9	-8.1	-23.6	5.9	-5.1	11.1
C=CCOc1ccc(CC2C(=O)N(C)C(=O)N(C)C2=O)cc1	-9.2	4.3	9.0	1.2	-9.6	-3.7	2.6	6.8	-2.7	-1.0	1.2
O=C(NCCN1CCCCC1)c1ccc(Cl)nc1Cl	30.3	-16.5	19.1	2.5	5.1	2.2	8.7	-6.1	1.0	3.7	12.5
CC(=O)NCC(=O)Nc1ccc(Br)cc1C(=O)c1ccccc1	-2.7	-31.5	16.0	0.1	22.0	9.0	-31.5	14.2	4.1	3.0	1.2
Cn1c(O)c(C2=NN(C(=O)CCl)C(c3ccccc3)C2)c(=O)n(C)c1=O (configuration not stated)	2.0	-11.8	4.8	-2.5	9.0	7.4	-2.5	0.2	9.2	3.3	16.0
CC(C)CN1CCN(Cc2ccccc2C(F)(F)F)CC1CCO (configuration not stated)	4.2	-21.1	2.6	1.4	9.9	0.7	-10.6	-3.9	-9.9	-3.9	3.3
Cc1ccccc1CC(=O)N(CCN(C)C)CC1CCCN(Cc2ccccc2F)C1 (configuration not stated)	-8.1	-31.1	4.7	5.2	-6.2	-5.7	11.2	-15.8	-2.9	-3.1	9.4
COc1ccc(S(=O)(=O)N2Cc3ccccc3-n3nncc3C2)cc1	-13.9	1.0	7.9	nt	3.8	-2.5	-7.0	34.8	-7.3	nt	0.8
FC(F)(F)c1ccc2c(c1)N(CCCN1CCN(CCCl)CC1)c1ccccc1S2	-6.4	-8.0	19.1	-0.5	-14.5	25.0	17.8	-39.1	45.4	38.2	14.9
CCCC(=O)NC(Oc1ccccc1Cl)C(Cl)(Cl)Cl (configuration not stated)	-7.1	-27.9	13.8	2.8	12.2	-14.4	8.8	-9.4	-1.6	-1.3	7.3
CC1CN(c2ccc([N+](=O)[O-])c3cccnc23)CC(C)N1 (configuration not stated)	-33.8	-1.9	15.6	1.8	-9.6	-1.1	-24.7	-24.1	2.0	7.9	2.1
CCOC(=O)C1(CCc2ccccc2)CCN(Cc2csc(C(C)=O)c2)CC1	-11.7	0.3	15.9	1.6	-4.0	12.6	-3.1	21.4	-6.1	6.5	6.6
Cc1nc2c(c(C)nn2-c2ccccc2)c(C)c1CCC(=O)N1CCC2(CC1)OCCO2	1.8	-19.6	17.8	1.2	1.0	-4.6	4.0	12.8	12.2	-3.7	9.6
C=CCn1c(O)c(C(C)=NCCN2CCCCC2)c(=O)[nH]c1=O	-5.5	7.0	8.3	-1.6	0.2	-9.7	0.0	-5.1	9.9	3.5	-24.9
COP(=O)(NC(C)=O)SC (configuration not stated)	-12.0	0.5	0.7	nt	-3.1	-1.3	-1.1	-13.3	-0.6	0.1	-27.4

Bioassay records: PubChem, several laboratories

These rows are one share of the data. The share of hits here may be higher or lower than overall.
